High-throughput results from PubChem BioAssay.
GRK2 aptamer HTS – blocks RNA aptamer binding to human GRK2; bead flow cytometry, FAM-aptamer displacement from GRK2; inhibition of aptamer binding, % at 10 µM; hit rate 0.59% among 330,000; P25098;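 active = inhibition of aptamer binding above 40%, roughly 3 SD of noise, on plates passing a quality check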;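 note: median bead fluorescence of bound FAM aptamer so fluorescent compounds give negative values; no value below 0 was filed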
Target sequence (P25098 whole entry, looked up): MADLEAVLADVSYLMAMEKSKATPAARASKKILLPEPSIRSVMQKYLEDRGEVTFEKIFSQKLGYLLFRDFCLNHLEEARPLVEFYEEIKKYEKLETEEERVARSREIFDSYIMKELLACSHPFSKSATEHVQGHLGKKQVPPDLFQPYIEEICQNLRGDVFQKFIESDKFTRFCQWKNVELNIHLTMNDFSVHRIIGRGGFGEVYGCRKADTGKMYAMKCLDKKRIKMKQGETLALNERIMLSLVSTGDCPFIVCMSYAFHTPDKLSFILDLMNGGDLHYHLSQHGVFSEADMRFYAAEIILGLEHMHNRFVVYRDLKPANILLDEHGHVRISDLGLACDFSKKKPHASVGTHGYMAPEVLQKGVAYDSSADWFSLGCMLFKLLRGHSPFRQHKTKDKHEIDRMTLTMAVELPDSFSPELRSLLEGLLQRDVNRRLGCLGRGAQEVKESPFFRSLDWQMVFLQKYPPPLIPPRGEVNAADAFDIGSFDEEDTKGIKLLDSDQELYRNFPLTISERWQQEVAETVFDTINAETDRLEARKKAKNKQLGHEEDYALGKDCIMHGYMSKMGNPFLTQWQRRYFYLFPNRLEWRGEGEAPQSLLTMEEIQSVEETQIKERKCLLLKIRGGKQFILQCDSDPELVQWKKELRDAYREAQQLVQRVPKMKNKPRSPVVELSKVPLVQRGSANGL
MEX-5 binding – C. elegans MEX-5 TCR-2 RNA binding activity. MEX-5/FITC-TCR2 RNA binding, fluorescence polarization; stronger effect = lower value. activity score (negative = inhibition of binding), % at 10 µM. Q9XUB2. AID 1832. hit rate 0.38% among 300,000;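 active = inhibition past about -25% in most replicates, and total fluorescence under double the plate's negative control median, limit read from the data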;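 note: 0% = DMSO and -100% = 5 µM competing unlabeled TCR2 RNA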
GLD-1 TGE inh – GLD-1-TGE RNA interaction inhibition (C. elegans); Q17339; purified GLD-1 + fluorescein TGE RNA, fluorescence polarization; inhibition, % at 5.96 µM; hit rate 0.44% among 320,000; AID 2280;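 active = percent inhibition above a per-plate cutoff, the plate mean of test compounds plus 3 SD, cut at about 30% in these data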;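 note: 0% = DMSO wells with GLD-1 and probe and 100% = wells lacking GLD-1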
CR mimetic SO – lowers age-related superoxide in aged yeast cells | S. cerevisiae aged cells, superoxide DHE fluorescence; stronger effect = lower value | superoxide response (% of plate mean), % at 10 µM | hit rate 0.18% among 330,000;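 active = superoxide response under a set limit, about three screen SD below normal, cut at about 65% in these data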;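 note: yeast aged for seven days with compound at 30 °C before DHE staining; 100% = average MFI of all compound-treated wells on the plate with controls excluded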
VLA-4 inh – inhibition in a human VLA-4 binding assay | VLA-4 expressing cells, ligand binding flow cytometry | hit rate 0.2% among 330,000 | inhibition, % (about 7 µM as worked out from the volumes in the protocol) | P13612; in the data active = inhibition above about 50%
AGP1 TOR yeast – alters AGP1-GFP fluorescence in TOR pathway yeast screen; S. cerevisiae AGP1-GFP multiplex flow cytometry, 3 h; GFP as percent of DMSO wells; GFP response vs DMSO, % at 10 µM; hit rate 0.02% among 320,000; AID 2066;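 active = GFP response relative to DMSO above a set limit, near screen average plus 3 SD, cut at about 150% in these data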;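 note: median GFP channel fluorescence of the gated AGP1 strain per well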
MCL1-BIM inh – inhibitors of human MCL1 binding to BIM-BH3 peptide; Q07820; GST-MCL1 / FITC-Bim-BH3 fluorescence polarization; AID 2057; hit rate 0.68% among 320,000; inhibition, % at 10.9 µM;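 active = inhibition above the mean inhibition of all tested compounds plus 3 SD, set per campaign, cut at about 40% in these data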;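 note: 0% = DMSO wells and 100% = unlabeled Bim-BH3 peptide control; higher means more loss of mP so more displacement of Bim peptide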
CIT2 TOR yeast – alters CIT2-GFP fluorescence in TOR pathway yeast screen | hit rate 0.065% among 320,000 | S. cerevisiae CIT2-GFP strain, flow cytometry, 3 h; 100 means same as DMSO wells | GFP response vs DMSO, % at 10 µM | AID 2029;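 active = GFP response relative to DMSO above a set limit, near the screen mean plus 3 SD, cut at about 150% in these data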;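 note: ratio of well median GFP fluorescence to mean of DMSO wells on the plate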
BCLXL inh – inhibitors of human Bcl-xL. Q07817. inhibition, % at 10.9 µM. GST-Bcl-xL / FITC-Bim BH3 peptide fluorescence polarization. hit rate 0.7% among 320,000;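 active = inhibition above the mean of all tested compounds plus 3 SD, cutoff set per campaign, cut at about 30% in these data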;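 note: 0% = DMSO wells and 100% = unlabeled Bim-BH3 peptide competitor; inhibitors lower millipolarization by displacing the labeled peptide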
Target sequence (Q07817 whole entry, looked up): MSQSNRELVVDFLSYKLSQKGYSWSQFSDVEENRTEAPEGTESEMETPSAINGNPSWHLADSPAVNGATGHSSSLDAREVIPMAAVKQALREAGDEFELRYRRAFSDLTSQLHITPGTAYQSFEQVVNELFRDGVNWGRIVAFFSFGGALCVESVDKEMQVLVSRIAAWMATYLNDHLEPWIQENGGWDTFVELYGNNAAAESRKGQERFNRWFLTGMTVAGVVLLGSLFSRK
Starred values were filed as active, the others as inactive; . = no result given.

SMILES	GRK2 aptamer HTS	MEX-5 binding	GLD-1 TGE inh	CR mimetic SO	VLA-4 inh	AGP1 TOR yeast	MCL1-BIM inh	CIT2 TOR yeast	BCLXL inh
Cn1nnc(C(O)CN2CCOCC2)n1 (centres undefined)	1	-1.8	-2	95	19	103	-1	108	5
COc1ccc([N+](=O)[O-])cc1N(CC(O)CN1CCCCC1)S(=O)(=O)c1ccccc1 (centres undefined)	0	3.1	5	107	9	96	2	.	1
O=C(C1=C(O)C(=O)N(CCN2CCOCC2)C1c1cccc(F)c1)c1cc2ccccc2o1 (centres undefined)	1	-1.3	-8	99	-1	106	2	100	1
Brc1ccccc1-c1csnn1	0	-1.1	8	92	-5	100	7	109	6
Cc1ccc(C)c(C(=O)CCC(=O)Nc2cccnc2)c1	2	-0.7	0	102	2	74	1	94	-5
COc1cc(OC)c(C(=O)NC2CCCCCC2)cc1OC	0	-0.6	4	108	12	97	-2	97	4
CC(C)Nc1ncnc2c1nnn2Cc1ccccc1	4	-2.7	-4	117	-7	102	-4	91	-3
O=C(OCC(=O)N1CCN(c2ccccc2)CC1)c1ccc(O)cc1O	3	-3.5	-5	110	3	101	1	100	-4
O=C(NC(=S)NNC(=O)c1ccccc1O)c1ccccc1	2	-0.6	4	79	12	88	15	87	13
Cn1c(-c2c(N)n(-c3ccccc3)c3nc4ccccc4nc23)nc2ccccc21	0	-4.5	-6	93	-10	88	1	85	25
OCCNc1nc(C2CC2)nc2c1nnn2Cc1ccccc1Cl	1	0.7	3	125	2	96	2	102	-1
Cc1cc(C(F)F)n2nc(C(=O)Nc3ccc(F)cc3F)nc2n1	0	1.0	2	101	-2	100	1	108	5
N=C1C(c2ccccc2)=C(O)CN1c1cccc(S(=O)(=O)N2CCOCC2)c1	0	-0.7	3	257	-5	105	1	112	5
N#Cc1cccc(-n2nnnc2-c2ccccn2)c1	0	0.5	3	88	-3	102	1	.	-2
CCOC(=O)CNC(=O)Cn1cnc2c(nnn2-c2ccc(C)cc2)c1=O	5	0.6	8	85	5	97	-4	106	3
Cc1csc2nc(O)c(C(=O)NCCCN3CCCC3=O)c(=O)n12	2	1.4	-3	111	-3	111	1	101	3
Cn1c(=O)n(C)c2cc(N3CCOCC3)c(NC(=O)c3ccc(F)cc3)cc21	0	-3.6	11	84	12	97	6	93	6
Cc1c(NC(=O)CSc2ncnc3ccccc23)c(=O)n(-c2ccccc2)n1C	0	-0.7	-4	106	34	106	-7	95	-5
Cc1ccc(S(=O)(=O)N2CCCCC2)cc1C(=O)N1C(C)CCCC1C (centres undefined)	12	.	5	98	6	87	.	82	.
COc1ccc(C(=O)C2CCCN(Cc3cccc4c3OCO4)C2)cc1OC (centres undefined)	0	1.1	9	116	4	94	6	98	-3
COc1ccc(S(=O)(=O)N2CCC(C(=O)NCCc3ccc4c(c3)OCO4)CC2)cc1	2	-0.7	-1	104	11	102	6	95	7
CC(C)CNc1nc(SCC(=O)Nc2ccccc2)nc(N2CCOCC2)n1	2	-4.6	-5	108	10	99	0	94	3
CCCC(=O)N(Cc1cc(=O)[nH]c2ccccc12)c1ccc(OC)cc1	1	-0.3	-1	106	-8	102	7	99	4
Nc1nnc(Cc2ccccc2F)s1	0	-0.2	1	89	23	103	3	106	6
Cc1ccccc1COC(=O)c1nn(-c2ccccc2)nc1N	0	2.5	-2	91	2	94	-8	101	0
CCOC(=O)c1sc2nc(C)cc(C)c2c1N	3	-1.9	6	92	21	93	7	102	8
CC1=NN(/C(=N\c2nnc(C)s2)Nc2ccc(C(C)(C)C)cc2)[C@H](c2ccc(C)cc2)S1	0	1.3	8	80	6	91	-3	87	1
O=C(COc1ccc2ccccc2c1)NNC(=O)Cc1cccc2ccccc12	0	0.9	0	107	-8	104	5	106	6
COc1ccccc1NS(=O)(=O)c1cc(NC(=O)c2sc3cc(Cl)ccc3c2Cl)ccc1C	1	0.5	0	114	16	100	4	97	4
CCN1CCCc2cc(CN(CCN3CCOCC3)C(=S)Nc3ccc(OC)c(Cl)c3)ccc21	0	-1.0	-7	95	14	103	12	102	14
O=C(c1ccco1)N1CCN(c2ccc([N+](=O)[O-])cc2F)CC1	0	-0.5	1	103	0	93	3	99	-1
CN1CCC(N(C)S(=O)(=O)c2ccc(NC(=O)Cc3ccc(F)cc3)cc2)CC1	0	.	3	89	2	97	-2	109	-8
CCC(C(=O)NC1CCCC1)N(Cc1ccc2c(c1)OCO2)C(=O)c1snc(C(N)=O)c1N (centres undefined)	1	1.2	6	97	10	94	3	96	7
COc1cccc(NC(=O)c2cc3ccccc3oc2=O)c1	2	-1.1	-1	98	15	97	7	99	5
Cn1cccc1-c1cc(C(=O)N2CCc3c([nH]c4ccccc34)C2c2ccccn2)[nH]n1 (centres undefined)	0	-0.6	6	110	6	93	-4	92	5
Cc1ccc(NC(=O)Cc2n[nH]c(=O)c3ccccc23)cc1S(=O)(=O)N1CCCCCC1	1	.	-3	103	9	118	-2	90	-5
CCOC(=O)C1C(=O)CC(C)(O)C(C(=O)OCC)C1c1ccccc1 (centres undefined)	0	-0.7	5	103	2	93	4	88	4
COc1ccc(S(=O)(=O)NCCCN2CCOCC2)c2ccccc12	1	0.0	-7	81	3	103	3	.	7
CC(C)Oc1ccc(C(=O)NCC(=O)N2CCN(S(=O)(=O)/C=C/c3ccccc3)CC2)cc1	0	.	5	105	4	99	-3	91	5
COc1nc(/C(N)=N/O)nc(N2CCCCC2)n1	6	-2.2	-4	88	2	102	5	101	3
Cc1ccc(-c2nc3nc4ccccc4nc3n2Cc2ccco2)cc1	0	-2.9	8	77	-2	98	9	96	8
COc1cc(C(CCN2CCOCC2)c2c(OC)cc(OC)c3c2OC(=O)CC3c2ccc(N(C)C)cc2)cc(OC)c1OC (centres undefined)	0	-0.8	-2	97	25	103	5	97	5
Cc1nc(CCNS(=O)(=O)c2cccnc2)cs1	0	0.3	2	98	22	95	-1	99	2
O=C(COc1cccc(Cl)c1)NCC(c1cccs1)N1CCOCC1 (centres undefined)	5	.	-13	158	-5	106	8	100	3
COc1ccc(CCNC(=O)c2ccc3ccccc3n2)cc1	0	-1.0	2	89	-3	90	6	83	11
CSc1nc2ccccc2n1CC(=O)Nc1c(C)cccc1C	0	-1.1	2	104	3	89	2	88	2
CN(Cc1ccc(F)cc1)C(=O)CNC(=O)c1ccc2c(c1)OCO2	0	-1.4	-2	96	1	94	2	94	6
OC(COC(c1ccc(Cl)cc1)c1ccc(Cl)cc1)CN1CCCC1 (centres undefined)	0	-0.1	2	99	22	107	6	98	-2
O=c1c(-c2nc3ccccc3s2)cccn1Cc1ccc(Cl)cc1	2	0.5	-3	92	-3	108	0	105	3
Cc1ccc(Cn2nnc3c(=O)n(CC(=O)NCc4ccco4)cnc32)cc1	0	-1.6	9	80	1	101	2	100	3
c1ccc(OCc2nnc3n2N=C(c2ccccc2)CS3)cc1	2	-1.1	-3	106	12	105	1	110	3
O=C(COC(=O)[C@H](Cc1ccccc1)NC(=O)c1cccs1)NC1CC1	0	-0.3	5	95	8	97	-4	95	-3
O=C1c2oc3ccccc3c(=O)c2C(c2ccccn2)N1Cc1ccccc1 (centres undefined)	3	-4.2	3	93	-19	96	4	95	4
COc1cccc(-c2nc(CS(=O)(=O)CC(=O)NCc3ccccc3OC)c(C)o2)c1	1	0.2	-5	128	11	86	-5	83	0
CC(=O)NCc1nc2ccccc2n1Cc1ccccc1F	0	0.9	1	105	-5	105	-3	101	0
COc1ccc(/C=C2\Oc3cc(OCC(=O)N4CCC[C@H]4C(=O)O)ccc3C2=O)c(OC)c1	0	2.2	-32	86	1	104	-29	110	-21
O=C(O)/C=C\C(=O)Nc1ccc(N2CCN(c3ccc(F)cc3)CC2)cc1	5	-0.8	-7	99	2	101	19	100	19
O=C(CSc1ccc2nnc(-c3ccc(Cl)cc3)n2n1)N1CCCc2ccccc21	0	1.9	-2	110	-2	98	3	99	5
Cc1cc(NC(=O)c2ccc(F)cc2F)n(-c2nc3ccccc3[nH]2)n1	2	1.9	-6	109	-4	94	5	90	1
[O-][n+]1onc2c3cc(-c4ccccc4)nnc3ccc21	0	-0.9	-2	133	18	104	-3	94	0

Another view of some results above:
Results follow in this order: GRK2 aptamer HTS	MEX-5 binding	GLD-1 TGE inh	CR mimetic SO	VLA-4 inh	AGP1 TOR yeast	MCL1-BIM inh	CIT2 TOR yeast	BCLXL inh
N=C1C(c2ccccc2)=C(O)CN1c1cccc(S(=O)(=O)N2CCOCC2)c1
 : 0	-0.7	3	257	-5	105	1	112	5
Cc1nc(CCNS(=O)(=O)c2cccnc2)cs1
 : 0	0.3	2	98	22	95	-1	99	2
c1ccc(OCc2nnc3n2N=C(c2ccccc2)CS3)cc1
 : 2	-1.1	-3	106	12	105	1	110	3

The listing continues:
SMILES	GRK2 aptamer HTS	MEX-5 binding	GLD-1 TGE inh	CR mimetic SO	VLA-4 inh	AGP1 TOR yeast	MCL1-BIM inh	CIT2 TOR yeast	BCLXL inh
COc1cc(/C=C/C(=O)OCC(=O)Nc2ccc(NC(C)=O)cc2)cc(S(=O)(=O)N2CCc3ccccc32)c1OC	1	-1.3	3	97	0	106	-8	106	-4
CCCCCCc1ccc(-c2ncc(N)cn2)cc1	1	3.2	7	81	-9	93	-2	91	-1
O=C(CSc1nc(O)cc(=O)n1-c1ccccc1)Nc1ccccn1	4	-1.1	-4	93	1	93	0	96	2
COc1ccc(/C=N/NC(=O)c2[nH]c3ccc(Cl)cc3c2-c2ccccc2)c(C(=O)O)c1OC	3	-3.7	8	85	3	108	6	102	13
O=C(COC(=O)c1cc[n+]([O-])cc1)NCc1ccccc1Cl	3	2.4	-4	84	16	88	-3	84	0
CC(=O)c1ccc(NC(=O)c2cn(-c3ccccc3)nc2-c2ccncc2)cc1	0	-0.5	2	97	1	23	1	106	4
CC(C)CC(=O)O/N=C1\C(=O)N(c2ccccc2)c2ccccc21	0	1.3	-4	107	1	91	3	86	0
CCOC(=O)c1cc(C)[nH]c1C	2	0.7	1	109	-3	108	2	108	4
COc1ccc(NC(C)=O)cc1NC(=O)CN1CCN(C(=O)c2ccco2)CC1	0	0.4	2	89	-9	100	6	104	4
CCOC(=O)c1ccc(Cn2c(-c3ccccc3)nnc2-c2ccccc2)o1	5	0.1	2	114	21	102	5	99	4
COc1cccc(CNC(=O)CCCn2ccc3cc(S(=O)(=O)N4CCCC4)ccc32)c1	1	-0.5	7	106	23	107	4	101	6
Cc1ccc(/C=N\NC(=O)c2ccc3c(c2)OCO3)o1	0	1.8	1	116	9	95	3	97	4
COc1ccc(Br)cc1/C=N/NC(=O)CN1CCN(Cc2ccccc2)CC1	1	0.4	6	77	5	121	3	113	3
CCOC(=O)c1cc(C#N)c(SC)nc1-c1ccccc1	3	2.5	-4	107	2	101	-6	95	-1
O=C(Nc1nnc(-c2ccccc2Cl)o1)c1nc2ccccc2s1	0	-0.8	1	121	-15	97	9	101	2
CC(Sc1nnc(COc2ccccc2)n1Cc1ccccc1)C(=O)O (centres undefined)	4	0.8	3	116	3	84	-2	98	0
Cc1cc(C)c(NC(=O)C(C)N2CCCCCC2)c(C)c1 (centres undefined)	1	-2.9	9	95	14	84	-2	92	2
O=C(COC(=O)c1ccccc1SCC(=O)N1CCCC1)Nc1ccccc1C(F)(F)F	1	2.7	7	103	-8	97	3	101	8
